IkB signaling – suppresses IkB signaling in ABC-DLBCL reporter cells | hit rate 0.04% among 110,000 | ABC-DLBCL IkBa-CBG/CBR dual luciferase ratio, 4 h; response scale: scaled: untreated 0%, proteasome inhibitor 100% | Potency, µM (top dose mostly 57.1 µM), without a hit: at the highest dose IkBa stabilization activation; active = well fitted curve in the direction sought with a large enough effect in the signal ratio, not every such curve was filed as active; inconclusive = small, poorly fitted or top-dose-only effect, or a change in a side signal; the % refers to the signal ratio;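 also: the direction sought is a rising ratio; 0% = basal untreated cells and 100% = reference inhibitor full response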
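Luminescence ratio of IκBα-fused green versus native red beetle luciferase in OCI-Ly3 cells, 4 h post-doxycycline with compound; red signal alone, scaled from basal (0%) to zero light (-100%), flagged nonspecific or cytotoxic effects.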
Imprint erasure – inducers of genomic imprint erasure in mouse ES cells. mouse ES Peg3-LacZ reporter, beta-gal luminescence, 40 h. hit rate 0.02% among 110,000. Potency, µM (highest dose often 60.7 µM), for the others: at the top dose activity change, positive = activation, usual class: activators. AID 1948;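 also: 0% = negative control wells on the plate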
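Each well holds 300 Peg3LacZ-Neo (maternal) female ES cells incubated 40 h at 37C, 5% CO2. LacZ is measured by BetaGlo luminescence, with AC50 and maximum efficacy derived from dose-response curves.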
p53ts 32C tox – cytotoxicity in p53ts cells at permissive temperature; H1299-p53A138V at 32C, ATP luminescence viability, 24 h; Potency, µM (titrated, usually from 46.1 µM), for the others: at the top dose activity change, negative = cytotoxicity, actives largely listed as cytotoxic; AID 924; hit rate 0.93% among 130,000;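 also: 0% = DMSO and -100% = full killing by reference compound; nearly all actives have a fitted effect of over 55% in size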
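Viability by ATPlite luminescence after 24 h compound treatment (up to 46 uM) at the permissive 32C. Cells are H1299 carrying p53 A138V. Scale runs from DMSO basal to 100 uM tamoxifen as full kill; AC50 from Hill fits.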
p53ts 39C tox – cytotoxicity in p53ts cells at nonpermissive temperature; H1299-p53A138V viability at 39C, ATP luminescence, 24 h; Potency, µM (highest dose often 46.1 µM), for the others: top-dose activity change, negative = cell killing, most hits filed as cytotoxic; hit rate 1.5% among 130,000; AID 902; also: nearly all actives have a fitted effect of over 55% in size
An asterisk follows results filed as active; ? = inconclusive; nt = not tested or not shown; [ ] = another dose, or the depositor's remark. Unless noted, calls follow the shape of the dose curve; as a rule, active = well fitted curve in the direction sought with a large enough effect; inconclusive = small, poorly fitted or top-dose-only effect, or another doubt; inactive = no such curve, though single readings can be large; an effect the other way counts as inactive or inconclusive. Unless noted, % is scaled to controls: 0 for no effect and ±100 for the full control effect; potency is read from the fitted curve at half-maximal effect.

canonical_smiles	IkB signaling	Imprint erasure	p53ts 32C tox	p53ts 39C tox
O=C(c1ccc2c(Cl)c3c(nc2c1)CCCC3)N1CCN(c2ccc(Cl)cc2)CC1	?	-11%[10.9 µM]	9%	-13%
CN(C)CCN1C(=O)C(=O)/C(=C(/O)c2ccc(OCc3ccccc3)cc2)C1c1ccncc1 (stereo unspecified)	-1.1%	-1%	-2%	-1%
COc1ccc(C(=O)NC(C)c2nc3ccccc3n2C)cc1OC (stereo unspecified)	-1.1%	-10%	-2%	-2%
Cc1ccc(O)c(C(=O)c2cnc3c(c2)COc2ccccc2-3)c1	nt	nt	-6%	?
COc1ccc(C(=O)N2CCC[C@@]3(CCN(Cc4ccccc4)C3)C2)cc1	1.1%[11.4 µM]	nt	-6%	-10%
CSCCC(NS(=O)(=O)c1ccc2c(c1)oc(=O)n2C)C(=O)NCc1ccc(F)cc1 (stereo unspecified)	?	19%[10.9 µM]	-2%	-21%
COc1ccc(-n2c(Cc3cccn3C)nnc2SCC(=O)Nc2ccc(C)cc2)cc1	?	-23%	-1%	8%
Cc1ccc2c(CC(=O)Nc3c(C(=O)c4ccc(F)cc4)oc4ccccc34)coc2c1	0.8%	-46%[inhibitor][10.9 µM]	0%	-20%
CSc1ccc(CCNC(=O)c2cc(C)nc3c2c(C)nn3-c2cccc(F)c2)cc1	-3.0%	4%[10.9 µM]	24%	-2%
CCOC(=O)c1ccc(CSc2nncn2N)o1	-0.5%	-2%	1%	2%
C=C(C)COc1ccc2c3c(c(=O)oc2c1OCC(=C)C)CCC3	0.3%	-19%	-3%	-3%
COc1ccc(CCN2C(=O)CC(NCc3ccc4c(c3)OCO4)C2=O)cc1OC (stereo unspecified)	1.5%	1%	-6%	-1%
C=CCn1c(=N)n(CC(=O)OCC)c2ccccc21	0.1%	4%	-10%	16%
Cc1cc(S(=O)(=O)Nc2ccccc2C(=O)O)ccc1F	nt	nt	2%	-3%
CC(=O)c1c(C)n(-c2ccc(C)cc2)c2ccc(OC(=O)COc3ccccc3)cc12	?	-9%[10.9 µM]	22%	-4%
O=C(NC1CCCCC1)N1CCC(c2nc3ccc(Cl)cc3[nH]2)CC1	1.9%	-12%	0%	-11%
Cc1ccc(C2=Nc3ccccc3N=C(c3ccc(F)cc3)C2)c(O)c1	-3.8%	-8%[10.9 µM]	9%	0%
CCOc1ccc(-c2cc(C(=O)N3CCN(c4ccccn4)CC3)c3ccccc3n2)cc1	2.3%	-17%	2.5µM*	?
COc1ccc(-c2nc3ccccc3s2)cc1NC(=O)c1ccc(F)cc1	-4.2%	-4%[10.9 µM]	-13%	13µM*
O=C(CSc1nccn1Cc1ccc(F)cc1)NCc1ccccc1	-2.0%	-9%[10.9 µM]	2%	-19%
Cc1ccc(-c2nnc(N3CCN(c4ccccn4)CC3)c3ccccc23)cc1	-1.6%	-10%	-14%	-15%
CCSc1nc2sc3c(c2c(=O)n1-c1ccc(C)c(Cl)c1)CCN(C(C)=O)C3	0.8%	16%[10.9 µM]	2%	7%
CCc1ccc(C2C(C(C)=O)=C(C(=O)OC)Nc3nnnn32)cc1 (stereo unspecified)	0.1%	20%	1%	-4%
CCC(=O)Nc1sc2c(c1C(N)=O)CCC2	?	-2%	5%	-6%
CCc1ccc(NC(=O)C2CCN(S(=O)(=O)c3c(C)noc3/C=C/c3ccco3)CC2)cc1	1.1%	11%[10.9 µM]	4%	5%
CCOC(=O)c1ccc(NC(=O)c2c(-c3c(F)cccc3Cl)noc2C)cc1	?	-10%[10.9 µM]	-6%	42%[activator]
Cc1ccc(Nc2nnns2)cc1C	-1.0%	-9%	2%	12%
COc1cc(NS(=O)(=O)c2ccc(NC(=O)NC3CCCCC3)cc2)nc(OC)n1	-1.5%	-4%	1%	14%
Cc1ccc(Cc2nc3ccccc3nc2SCC(=O)N2CCN(c3ccc(F)cc3)CC2)cc1	?	-16%[10.9 µM]	1%	-20%
Cc1ccccc1-c1nc(CN2CCC(C(=O)NCc3cccnc3)CC2)c(C)o1	2.2%	-11%	-4%	8%

Next compounds follow.
| SMILES | IkB signaling | Imprint erasure | p53ts 32C tox | p53ts 39C tox |
| --- | --- | --- | --- | --- |
| Cc1ccc(CNC(=O)CN(c2ccc(Cl)cc2Cl)S(=O)(=O)c2ccccc2)cc1 | ? | -19%[10.9 µM] | 5% | 1% |
| O=c1c([N+](=O)[O-])c(NC2CCCCC2)c2ccccc2n1-c1ccccc1 | nt | nt | 6% | 19% |
| COc1ccc(-c2nc3ccccc3c(=O)n2CCN2CCOCC2)cc1 | 0.1% | -1% | 8% | 14% |
| CCc1ccc(CNC(=O)c2ccc(CSc3nc4ccncc4n3Cc3ccccc3)cc2)cc1 | ? | -11%[10.9 µM] | 7% | -10% |
| O=C(O)c1cc(S(=O)(=O)Nc2ccccc2C(=O)O)ccc1O | 2.4% | -4% | -1% | -1% |
| C#CCn1c(C2CC(=O)N(c3ccc(OCC)cc3)C2)nc2ccccc21 (stereo unspecified) | 2.5% | 10%[10.9 µM] | 0% | -15% |
| Cc1c(C(=O)NCc2ccccc2)oc2c1C(=O)CCC2 | 1.2% | -6% | 5% | -1% |
| Cc1cccc(NC(=O)CSc2nccn2Cc2ccc(F)cc2)c1C | 4.9% | -6%[10.9 µM] | 10% | -32% |
| CC(=O)N1c2ccccc2C(C)(c2ccc(C)cc2)CC1(C)C (stereo unspecified) | 8.3% | -7%[10.9 µM] | 0% | -6% |
| CC1(C)OC(=O)C(=CNC(Cc2c[nH]c3ccccc23)C(=O)O)C(=O)O1 (stereo unspecified) | 1.3% | -11% | -12% | -12% |
| COc1ccc(CCN2C(=O)CN(C3CCCCCC3)C(=O)C2c2ccc(C)cc2)cc1OC (stereo unspecified) | 0.8% | -9%[10.9 µM] | -3% | -27% |
| C=CCc1cccc(C2NC(C(=O)O)CCC2C)c1 (stereo unspecified) | nt | nt | 7%[9.22 µM] | 1%[9.22 µM] |
| Cc1ccc(NC(=O)c2ccccc2C(=O)O)cc1C | 2.0%[11.4 µM] | -5%[10.9 µM] | 4%[9.22 µM] | -1%[9.22 µM] |
| COc1ccc(Cl)cc1N(CC(=O)N1CCC(C)CC1)S(C)(=O)=O | -1.8% | 0% | -15% | -10% |
| O=C(c1cccc(F)c1)N1CCC[C@@]2(CCN(c3ccccn3)C2)C1 | -2.0%[11.4 µM] | nt | -13% | -9% |
| COc1ccc(C(=O)N2CCN(C(=O)c3cc(OC)c(OC)c(OC)c3)CC2)cc1 | 0.8% | 2% | -4% | 4% |
| COc1ccc(C(=O)Nn2cnc3scc(-c4cccs4)c3c2=O)c(O)c1 | 0.7% | -4% | 0% | -6% |
| Cc1ccccc1CSc1nc2c([nH]c3ccccc32)c(=O)n1C | 0.2% | -3%[10.9 µM] | -3% | -22% |
| CCOc1ccc(-c2cc3c(=O)n(Cc4nc(-c5ccccc5OCC)oc4C)ccn3n2)cc1Cl | -3.6% | 14%[10.9 µM] | -3% | -10% |
| Cc1ccc(C2=Nc3ccccc3N(CC(=O)Nc3ccccc3F)C(=O)C2)cc1C | ? | -14%[10.9 µM] | -13% | ? |

Complete entries, looked up by structure.
Cc1ccc(CNC(=O)CN(c2ccc(Cl)cc2Cl)S(=O)(=O)c2ccccc2)cc1 in the list: IkB signaling = ?; Imprint erasure = -19%[10.9 µM]; p53ts 32C tox = 5%; p53ts 39C tox = 1%
COc1ccc(C(=O)Nn2cnc3scc(-c4cccs4)c3c2=O)c(O)c1 in the list: IkB signaling = 0.7%; Imprint erasure = -4%; p53ts 32C tox = 0%; p53ts 39C tox = -6%

(next part)
| SMILES | IkB signaling | Imprint erasure | p53ts 32C tox | p53ts 39C tox |
| --- | --- | --- | --- | --- |
| O[C@@H]([C@H](O)[C@@H](O)CBr)[C@@H](O)CBr | -0.7% | 4% | 8%[1.84 µM] | 6% |
| CCOc1cc2[nH]c(=S)n(CCCOC)c(=O)c2cc1OCC | 0.1% | -13% | 8% | -4% |
| Cc1cc(=O)c2c(O)cc(O)c(C)c2o1 | nt | -20% | ? | 8% |
| O=C(CN1CCN(Cc2ccc(F)cc2)C1=O)NCc1cccs1 | -3.0% | -9% | -3% | 5% |
| CC(=O)OCc1ccc2c(c1)OCO2 | 0.1% | 3% | 15%[1.84 µM] | -7% |
| C=CCn1cc(C(=O)NCCCOC)c(=O)c2cc(S(=O)(=O)N3CCC(C)CC3)ccc21 | -3.6% | -13% | -12% | 4% |
| CC(C)c1ccc(NC(=O)c2cnc3sc(N4CCOCC4)nn3c2=O)cc1 | ? | -13%[10.9 µM] | ? | ? |
| O=C1CC(c2cccc(Cl)c2)Cc2nc(N3CCOCC3)ncc21 (stereo unspecified) | -0.6% | 11% | 0% | -12% |
| COc1cccc(C(=O)c2sc3nc(-c4ccccc4)cc(C(F)(F)F)c3c2N)c1 | -1.4% | -6%[10.9 µM] | 8% | 15% |
| COc1cc2ccccc2cc1C(=O)Nc1ccc2oc(-c3ccc(Cl)cc3)nc2c1 | -0.2% | 21%[10.9 µM] | -14% | 7.9µM* |
| COc1ccc(Nc2ncc(C(=O)N3CCN(c4cccc(Cl)c4)CC3)c3ccccc23)cc1 | ? | -11%[10.9 µM] | 8% | -7% |
| Cc1ccc(NC(=O)Cn2c(=O)n(Cc3ccc4c(c3)OCO4)c(=O)c3ccc(C(=O)NC4CCCCC4)cc32)c(C)c1 | -1.3% | 8%[10.9 µM] | 10% | -5% |
| O=C(Oc1cccc2cccnc12)c1ccc2c(c1)OCCO2 | 1.5% | -23% | -3% | -1% |
| COc1cc(Cl)c(C)cc1NC(=O)c1cnn(-c2ccc(C)cc2)c1-n1cccc1 | -1.1% | 10%[10.9 µM] | 8% | 8% |
| [N-]=[N+]=Nc1nc2c(N)ncnc2n1C1OC(CO)C(O)C1O (stereo unspecified) | nt | -7% | 2µM* | 2.5µM* |
| CCOc1ccc(S(=O)(=O)Nc2cccc(Cl)c2)cc1 | ? | -25% | 24% | 29% |
| CCCCCCn1c(CN2CCCCC2C)nc2c1c(=O)n(C)c(=O)n2C (stereo unspecified) | -0.8% | 9% | 1% | 1% |
| COc1cc(C2C(C(=O)Nc3ccccc3C)=C(C)Nc3ncnn32)ccc1OCC(N)=O (stereo unspecified) | -1.6% | ? | -3% | -18% |
| COCc1cc(C)nc2sc3c(c12)NC(c1ccccc1C(=O)O)N(c1ccc(OC)cc1)C3=O (stereo unspecified) | ? | -4%[10.9 µM] | 0% | -16% |
| c1ccc(-c2nn3c(Cn4cnc5ccccc54)nnc3s2)cc1 | 0.9% | ? | 4% | 10% |
| CC(C)OC(=O)C1C2C=CC3(CN(C(C)c4ccc(Br)cc4)C(=O)C13)O2 (stereo unspecified) | -0.5% | -9% | -13% | 7% |
| Cc1ccc(NS(=O)(=O)c2cc(C(=O)O)ccc2Cl)c(C)c1 | 0.3% | -5% | 6% | 7% |
| CC(C)OC(=O)CSc1nnc(-c2cccnc2)n1N | -0.3% | -2% | -17% | 7% |
| COc1cc(-c2nn3c(-c4ccccc4)nnc3s2)cc(OC)c1OC | -1.0% | -11% | 8% | 4% |
| CC(C)Cc1cc(C(=O)Nc2c(F)cc(F)cc2Br)no1 | 1.6% | -13% | 0% | -2% |
| CC(C)OCCCn1c(=O)c2ccccc2n2c(-c3ccccc3F)nnc12 | -1.6% | -18%[10.9 µM] | 10% | 29% |
| C=CCOC(=O)c1sc(N2C(=O)c3oc4ccccc4c(=O)c3C2c2ccco2)nc1C (stereo unspecified) | ? | -16% | -6% | -4% |
| CCOc1ccc(-n2c(Cc3cc(=O)[nH]c(=O)[nH]3)nnc2SCC(=O)OC)cc1 | 1.2% | 10% | -2% | -1% |
| CC(C)(C)Nc1ncnc2c1cnn2-c1ccccc1 | ? | -24% | 7.9µM* | 10µM* |
| CC(=O)N1[C@H](Cc2ccccc2)C=C[C@]1(C)C(=O)O | nt | -10% | 4% | -1% |
